Screening data deposited in PubChem BioAssay by Sanford-Burnham Center for Chemical Genomics.
PfG6PD inh: PfG6PD (Plasmodium falciparum) enzyme inhibition; PfGluPho enzyme, NADPH resazurin-diaphorase fluorescence; inhibition, % at 20 µM; 350,000 tested, 0.78% active;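 active = inhibition reaching at least a set limit at 20 µM in the primary screen, cut at about 59% in these data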;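 note: 0% = DMSO wells with substrate and 100% = DMSO wells lacking glucose-6-phosphate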
ATG4B inh: blocks human ATG4B protease cleavage of LC3 substrate; Q9Y4P1; ATG4B cleavage of LC3-PLA2, NBD-HPC fluorescence, 1 h; inhibition, % at 8.33 µM; 340,000 tested, 0.51% active; in the data active = inhibition above about 40%
Target sequence (Q9Y4P1 whole entry, looked up): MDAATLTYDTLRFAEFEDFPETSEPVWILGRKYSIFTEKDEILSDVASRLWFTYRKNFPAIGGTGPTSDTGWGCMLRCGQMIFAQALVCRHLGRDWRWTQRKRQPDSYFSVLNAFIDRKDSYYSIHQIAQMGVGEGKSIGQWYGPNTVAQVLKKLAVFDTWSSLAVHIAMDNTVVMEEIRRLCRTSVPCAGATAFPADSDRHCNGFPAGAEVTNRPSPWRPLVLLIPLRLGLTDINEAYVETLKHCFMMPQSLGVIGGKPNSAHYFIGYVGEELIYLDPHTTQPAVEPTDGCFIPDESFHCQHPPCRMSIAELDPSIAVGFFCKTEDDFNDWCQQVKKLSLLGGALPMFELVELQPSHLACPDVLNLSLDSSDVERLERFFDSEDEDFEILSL
MPTP block: blocks calcium-induced mitochondrial swelling; isolated mouse mitochondria, Ca2+ swelling absorbance, 30 min; inhibition, % at 10 µM; 360,000 tested, 1.4% active;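 active = inhibition of 50% or more, scaled per plate between neutral and stimulator controls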;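 note: 0% = DMSO wells given calcium and 100% = 1 mM EGTA wells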
SENP6 inh: inhibitors of human SENP6 protease. Recombinant SENP6 catalytic domain, aminoluciferin luminescence. inhibition, % at 10 µM. 330,000 tested, 1.8% active. AID 2599;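 active = inhibition above about 50% at the single tested dose, limit read from the data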;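 note: plate controls were DMSO wells with enzyme for no effect and DMSO wells lacking enzyme for full effect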
SENP8 block: SENP8 (human) protease inhibition; recombinant SENP8, Nedd8 substrate fluorescence; Q96LD8; AID 602440; 360,000 tested, 0.64% active; inhibition, % at 20 µM; in the data active = inhibition mostly above about 40%, no sharp cut-off; inactive = mostly below about 27%
SENP1 inh: blocks the human SENP1 SUMO protease catalytic domain; recombinant SENP1 catalytic domain, CyPet-SUMO1-YPet FRET cleavage; inhibition, % at 10 µM; Q9P0U3; AID 624204; 360,000 tested, 0.21% active;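 active = inhibition at least 30% at 10 µM, raw YFP signal under a set limit, fluorescence ratio 0.5 to 1.5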;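 note: 0% = enzyme with DMSO and 100% = no enzyme wells; some results filed as inactive read as strong as hits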
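Compound: 10 µM single point, 0.5% DMSO; Test system: hSENP1 catalytic domain, recombinant; Timing: 50 min reaction at room temperature; Technique: FRET, CFP and YFP emission; Control set: no-enzyme wells low, DMSO-plus-enzyme wells high control.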
NR3A LBD binder: modulators (binders) of human NR3A ligand-binding domain | NR3A LBD differential scanning fluorimetry, Tm shift; 0% = protein alone, 100% = glycine-bound protein | Tm shift relative to glycine control, % at 25 µM | 340,000 tested, 2.5% active | AID 1259313;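 active = melting temperature shift of at least 10% of the positive control shift, at one fixed dose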
hIAP act: human IAP activation. activation factor at 10 µM. P09923. purified human IAP, CDP-Star luminescence, 30 min; stronger effect = higher value; 1 = vehicle-only enzyme, 0 = enzyme-free background. 330,000 tested, 0.16% active;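 active = activation factor of the enzyme at least 2-fold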; note: the source names both 10 and 20 µM as test concentration; values of inactives mirror those of a sister screen read the other way
Target sequence (P09923 whole entry, looked up): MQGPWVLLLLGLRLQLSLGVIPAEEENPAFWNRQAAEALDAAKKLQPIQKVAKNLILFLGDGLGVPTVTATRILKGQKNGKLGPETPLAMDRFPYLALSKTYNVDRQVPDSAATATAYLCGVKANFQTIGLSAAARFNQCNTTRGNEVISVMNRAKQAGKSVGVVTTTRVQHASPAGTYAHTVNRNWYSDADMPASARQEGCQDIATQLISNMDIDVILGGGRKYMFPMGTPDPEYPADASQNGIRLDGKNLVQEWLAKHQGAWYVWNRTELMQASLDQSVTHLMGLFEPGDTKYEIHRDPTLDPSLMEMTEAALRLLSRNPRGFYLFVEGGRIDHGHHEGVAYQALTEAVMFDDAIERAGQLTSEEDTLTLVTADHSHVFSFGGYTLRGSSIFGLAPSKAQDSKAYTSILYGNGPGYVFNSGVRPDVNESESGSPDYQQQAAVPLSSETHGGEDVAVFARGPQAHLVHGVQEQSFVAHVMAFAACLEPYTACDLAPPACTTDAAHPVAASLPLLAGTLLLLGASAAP
* = called active by the depositor; . = not tested or not shown.

SMILES	PfG6PD inh	ATG4B inh	MPTP block	SENP6 inh	SENP8 block	SENP1 inh	NR3A LBD binder	hIAP act
COc1ccc(N2C(=O)CCC(C(C)=O)=C2C)cc1	-25.7	-0.9	0.5	-10.1	16.8	1.3	-1.6	1.06
C/C(=N\NC(=O)c1c[nH]c2ccccc12)c1ccco1	7.6	5.6	-1.0	6.5	17.2	1.2	-4.3	0.998
N#CC1=C(N)OC2=C(C(=O)CC(c3ccccc3)C2)C1c1ccc2c(c1)OCO2 (configuration not stated)	-9.9	3.2	-0.6	-11.2	7.1	-3.8	-6.5	0.942
Cc1ccc(S(=O)(=O)N2CC3CCCC2C3)cc1 (configuration not stated)	6.3	-1.2	2.1	-16.6	-5.2	0.2	0.5	1.16
CC1CCCCC1NC(=O)c1cncc(Br)c1 (configuration not stated)	-14.7	-4.3	0.2	-9.8	25.7	0.9	-3.0	1.14
CC1Cc2ccccc2N1C(=O)COC(=O)c1ccc(Br)o1 (configuration not stated)	9.7	-6.5	-1.4	-4.7	0.7	-1.2	-2.0	1.15
Cc1ccc(C(=O)N/C(=C\c2ccco2)C(=O)NCCN2CCOCC2)cc1	-0.5	-4.1	0.2	-8.2	12.8	1.5	1.4	0.915
COc1cc(NC(=O)C/C(C)=N/NC(=O)c2cccc(O)c2)c(OC)cc1Cl	-7.6	-4.8	-1.1	6.7	18.7	-0.6	-7.1	1.24
O=C(COc1ccc(Cl)cc1)NC1CCSC1=O (configuration not stated)	-1.5	-10.0	1.8	11.1	19.7	1.5	0.9	1.04
CC(=O)O/N=C/c1c(NCc2ccccc2)nc2c(C)cccn2c1=O	33.5	2.3	8.0	-14.1	-384.7	-15.6	-0.9	0.965
COc1ccc(C(=O)N(c2ccc(OC)cc2)S(=O)(=O)c2cccs2)cc1	-5.8	-1.8	0.8	12.0	16.1	3.1	-2.2	0.901
CC(C)(C)c1ccccc1OCCCCN1CCCC1	26.8	-2.4	-2.5	5.3	31.3	-3.2	0.5	0.85
CC(/C=N/n1c(-c2cc(C)[nH]n2)n[nH]c1=S)=C\c1ccccc1	30.4	-7.7	-0.3	1.6	18.1	-2.8	0.2	1.63
C=CCC[C@@H](Cc1ccc(F)cc1)C(=O)OC[C@H](Cc1c[nH]c2ccccc12)NC(=O)[C@@H](CC=C)CC(=O)N[C@H](CO)Cc1ccccc1	-2.6	-8.4	-0.4	3.9	18.6	-1.1	14.5*	0.956
CC(C)[C@H](NC(=O)c1ccccc1)C(=O)OCC(=O)c1ccc(S(=O)(=O)N2CCCCC2)cc1	4.3	2.6	0.0	5.8	-3.9	2.4	-0.6	0.963
O=C(Nc1cccs1)NC1CCCC1	40.4	-5.7	-1.8	-6.4	-14.2	3.9	1.8	0.872
CCOc1ccccc1OCC(=O)Nc1ccc2[nH]c(=O)[nH]c2c1	3.9	-0.1	-0.8	-10.3	-3.0	-7.9	-2.1	0.855
COc1ccc(N2CCN(C(=O)C(=O)c3cn(CC(=O)N4CCOCC4)c4ccccc34)CC2)cc1	7.7	-4.9	-1.4	-6.6	10.4	0.0	1.4	1.31
Cc1cc(=O)c2cc(Cl)ccc2[nH]1	-4.3	5.0	-0.6	-2.5	6.1	-0.1	-2.5	1.11
CC(C)CCNC(=O)CO/N=C/c1ccccc1OC(F)F	-0.3	6.4	-1.1	8.4	2.7	1.4	-2.8	1.01

Brought forward from above: two compounds; new compounds follow.
SMILES	PfG6PD inh	ATG4B inh	MPTP block	SENP6 inh	SENP8 block	SENP1 inh	NR3A LBD binder	hIAP act
Cc1cc(=O)c2cc(Cl)ccc2[nH]1	-4.3	5.0	-0.6	-2.5	6.1	-0.1	-2.5	1.11
CC(C)CCNC(=O)CO/N=C/c1ccccc1OC(F)F	-0.3	6.4	-1.1	8.4	2.7	1.4	-2.8	1.01
O=C1CCC(=O)N1c1ccccc1	4.0	5.2	0.2	-11.4	2.3	-2.9	0.7	0.775
CCc1ccc(CNC(=O)c2nn(C)c3c2CS(=O)(=O)c2ccccc2-3)cc1	4.9	1.4	-1.6	-4.3	3.7	0.7	-5.5	1.07
CCSCC(C)(C)n1[nH]c2ccccc2c1=O	14.4	.	-1.8	.	-58.8	-0.2	.	.
CCN(c1ccccc1)S(=O)(=O)c1ccc(NC(=O)C(C)(C)C)cc1	-15.2	-3.6	-1.2	-13.4	15.7	1.5	1.4	0.957
Cc1cc(C)nc(N2C(=O)CC(C(C)c3ccccc3)C2=O)n1 (configuration not stated)	-4.8	-11.2	-0.2	1.1	17.6	1.5	-1.7	0.947
CCO[C@H]1OC(C(=O)NCc2nc3ccccc3[nH]2)=C[C@@H](C)[C@@H]1CCCO	-10.7	-5.0	-1.8	-6.4	2.7	0.2	-1.2	0.855
CCCN(CCC)c1nc(C#N)nc(N(CCC)CCC)n1	1.6	0.1	27.2	24.1	-8.1	5.8	-0.6	1.1
COC(=O)c1c(NC(=O)c2cnccn2)sc2c1CCC2	-7.9	0.0	1.0	-2.6	19.0	4.1	-1.4	1.32
CC(C)C[C@H]1CNC(=S)N1CC1CCN(CCC2CCCC2)CC1	-4.8	.	1.8	.	-0.2	2.9	1.2	.
C=CCn1c2ccccc2c2nnc(SCN3C(=O)c4ccccc4C3=O)nc21	13.5	5.1	-2.9	-2.4	4.9	2.6	1.0	1.18
Cc1cccc(N(Cc2cc3cc(C)ccc3[nH]c2=O)C(=O)c2cccs2)c1	-2.4	0.2	1.6	-9.3	-89.6	-1.5	-1.0	0.934
COC(=O)CSc1cc(C)nc(SC)n1	-3.4	-5.1	1.3	-2.2	11.0	1.3	0.9	0.901
Cc1ccccc1-n1nnnc1SC(C)C(=O)Nc1ccc(N2CCN(C)CC2)cc1 (configuration not stated)	10.2	0.9	-0.8	-22.3	15.9	0.0	-1.2	1.18
O=C(COC(=O)C1CC2CCCC(C1)C2=O)Nc1nc(-c2ccc(F)c(F)c2)cs1 (configuration not stated)	-4.6	-12.1	-0.3	-9.3	2.0	1.0	-3.2	0.922
O=C(NNC1=Nc2cccc3cccc1c23)c1ccccc1Br	-8.6	-12.8	-0.7	-2.6	-36.3	-150.7	-8.3	1.2
O=C1C2C3C=CC(CNS(=O)(=O)c4ccccc4)(O3)C2C(=O)N1c1ccc(Cl)cc1 (configuration not stated)	2.1	0.7	27.0	-9.6	1.6	3.5	-3.6	0.969
CC(=O)Nc1ccc(S(=O)(=O)N2CCN(C(=O)N3CCCCC3)CC2)cc1	-7.4	-1.1	2.1	3.4	12.4	0.1	-0.2	0.979
CNCc1ccc(OCc2ccccc2)c(OC)c1	-3.0	-3.2	-0.6	-3.7	22.2	1.7	-1.8	1.1
CCOC(=O)c1ccc(-c2nnc(-c3ccc(Cl)cc3Cl)o2)cc1	-8.2	-3.7	3.3	2.6	-49.4	0.6	-0.6	0.945
O=C(NCCCN1CCOCC1)c1ccc2c(=O)n(Cc3ccc(Cl)cc3)c(=S)[nH]c2c1	-19.8	3.9	-0.3	1.2	1.3	1.5	-5.7	1.12
Cc1ccc(OCC(=O)N/N=C/c2cccn2C)cc1C	6.0	1.3	4.1	-1.2	9.6	1.2	-0.4	0.871
COC(=O)NC(Nc1sc2c(c1C(N)=O)CCCC2)(C(=O)OC)C(F)(F)F (configuration not stated)	50.8	5.1	1.5	-11.0	-23.7	-9.4	-1.7	0.977
CC(C)c1ccc(N(C(=O)c2snc(C(N)=O)c2N)C(C(=O)NCC2CCCO2)c2ccc(N(C)C)cc2)cc1 (configuration not stated)	17.9	5.6	0.0	-9.5	-118.7	-2.8	-5.3	0.843
c1ccn2c(Cc3nnc4ccccn34)nnc2c1	-0.8	-1.0	0.6	-1.7	13.1	1.2	1.8	0.836
O=C(COC(=O)c1cc(-c2ccc(F)cc2)nc2ccccc12)NCC1CCCO1 (configuration not stated)	-7.9	-10.9	5.1	-7.9	-364.0	2.6	-7.0	1.01
O=C(Nc1cccc(-c2nc3cc(Cl)ccc3o2)c1)C1CCCO1 (configuration not stated)	9.6	11.1	1.1	0.2	-22.8	2.4	-10.0	0.877
Cc1c(C)c2cc3c4c(oc3c(C)c2oc1=O)CCCC4	-4.7	-1.1	6.9	8.4	-211.0	-5.4	5.5	1.05
Nc1ccc(Nc2nc(-c3ccncc3)cs2)cc1	20.3	-2.2	-0.9	-13.1	16.6	3.7	-1.9	0.973
Cc1cc(N/N=C/c2ccccc2[N+](=O)[O-])nc(-n2nc(C)cc2C)n1	2.2	0.5	2.3	-10.3	13.6	2.5	1.2	0.899
COc1ccc([N+](=O)[O-])cc1NC(=O)Cn1ccc(C(F)(F)F)n1	2.3	-1.7	-3.4	4.1	6.1	-3.2	0.9	0.963
COCCCN1C(=O)C(CC(=O)NC2CCCCC2)CC(C(=O)N(C)C)=C1C (configuration not stated)	-17.8	.	0.1	.	-2.9	3.4	.	.
CCOC(=O)C1=C(COC(=O)/C=C/c2ccc(F)cc2)NC(=O)NC1C (configuration not stated)	-7.1	.	1.3	.	9.8	-0.9	.	.
COc1cc(-n2nnnc2SC)c(OC)cc1Cl	-0.5	-4.4	0.7	-37.6	1.6	1.4	-1.3	0.938
Nc1[nH]nc2nc(N3CCCC3)nc(-c3ccccc3)c12	3.5	-1.9	0.0	0.7	23.3	0.0	-0.9	1.1
CC1=C(C(=O)c2ccccc2)C(c2cn(-c3ccccc3)nc2-c2ccc(Cl)cc2)NC(=S)N1 (configuration not stated)	10.0	-12.3	0.1	-26.7	-4.1	-10.6	-17.7	1.13
N#CC1=C(N)Oc2n[nH]c(-c3ccccn3)c2C1c1c(F)cccc1Cl (configuration not stated)	55.2	-15.8	-0.2	-7.9	-54.3	-0.6	-16.3	1.66
CC1=C(C(=O)N(C)C)CC(CC(=O)NCCN2CCOCC2)C(=O)N1CCC1=CCCCC1 (configuration not stated)	-5.2	.	-2.2	.	3.1	-0.1	.	.
CCOc1ccc(CC(=O)N2CCN=C2SC)cc1	-1.4	-18.9	-3.0	11.7	0.1	1.2	1.9	0.972
O=C(NCCc1ccccc1)C(=O)NCC(c1ccco1)N1CCOCC1 (configuration not stated)	2.8	4.0	0.0	-18.1	42.8*	2.0	0.3	1.07
O=C(COC(=O)Cc1ccc(Br)cc1)NCC1CCCCC1	-22.4	10.0	-0.3	0.2	7.2	4.6	0.7	0.981
CCOC(=O)Cn1c(=NC(=O)c2nc3ccccc3s2)sc2cc(S(N)(=O)=O)ccc21	-13.9	7.7	-3.2	-9.9	-407.3	-22.3	-3.9	0.841
COc1ccc(CN(CC2CCC(C(=O)O)CC2)C(=S)Nc2ccccc2C)cc1 (configuration not stated)	-1.2	2.0	0.8	-12.6	7.5	3.3	1.6	1.02
Cc1ccc(-n2nc(-c3ccco3)cc2C(=O)O)cc1	5.7	14.3	1.6	-35.0	-26.5	-4.3	0.8	0.946

Structures from the list above that contain a thiophene ring, fused or not (5):
SMILES	PfG6PD inh	ATG4B inh	MPTP block	SENP6 inh	SENP8 block	SENP1 inh	NR3A LBD binder	hIAP act
COc1ccc(C(=O)N(c2ccc(OC)cc2)S(=O)(=O)c2cccs2)cc1	-5.8	-1.8	0.8	12.0	16.1	3.1	-2.2	0.901
O=C(Nc1cccs1)NC1CCCC1	40.4	-5.7	-1.8	-6.4	-14.2	3.9	1.8	0.872
COC(=O)c1c(NC(=O)c2cnccn2)sc2c1CCC2	-7.9	0.0	1.0	-2.6	19.0	4.1	-1.4	1.32
Cc1cccc(N(Cc2cc3cc(C)ccc3[nH]c2=O)C(=O)c2cccs2)c1	-2.4	0.2	1.6	-9.3	-89.6	-1.5	-1.0	0.934
COC(=O)NC(Nc1sc2c(c1C(N)=O)CCCC2)(C(=O)OC)C(F)(F)F (configuration not stated)	50.8	5.1	1.5	-11.0	-23.7	-9.4	-1.7	0.977

Not a hit list, and some 6.7% of all compounds hit somewhere here.
